# Screening results from PubChem.
# TbMetRS inhib: T. brucei MetRS inhibitors, primary screen, biochemical, luminescence; methionyl-tRNA synthetase (Trypanosoma brucei brucei); purified T. brucei MetRS, ATP depletion, Kinase-Glo luminescence; inhibition, % at 11.9 µM; actives 0.4% (n = 360,000); AID 624268, 2012;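 active = inhibition above a per-plate cutoff of the control wells' mean inhibition plus 3 SD, cut at about 5.5% in these data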;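 note: 0% = DMSO wells median and 100% = median of wells with control inhibitor compound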
#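 Material: parasite MetRS enzyme / Replication: singlicate, one well per compound / Signal: luminescence of leftover ATP / Schedule: 2 h aminoacylation at 25 °C after 15 min preincubation / Medium: HEPES-MgCl2-KCl buffer plus DTT, spermine, BSA, pyrophosphatase / Doses: 11.9 µM single point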
# Scp-1 inhibitor: Scp-1 phosphatase inhibitors, primary screen, biochemical, colorimetric, uHTS. Carboxy-terminal domain RNA polymerase II polypeptide A small phosphatase 1 (Homo …. inhibition, % at 20 µM. actives 0.88% (n = 340,000). Recombinant Scp1, phosphopeptide, malachite green phosphate absorbance;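 active = inhibition above about 50% at 20 µM, limit read from the data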;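 note: plate controls were DMSO wells with enzyme for no effect and wells lacking enzyme for full effect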
#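 Assay system: SCP-1 catalytic fragment, aa 76-261 | Buffer or medium: Tris acetate buffer pH 5.5 with MgCl2 and Tween-20 | Compound: One concentration, 20 µM, with 1.0% DMSO | Also added: Phospho 17-mer peptide substrate | Signal: Absorbance at 630 nm | Incubation: 45 min enzyme reaction at room temperature | Measure: % inhibition of SCP-1 phosphate liberation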
# STEP inh: STEP phosphatase inhibitors, primary screen, biochemical, fluorescence intensity, uHTS | Tyrosine-protein phosphatase non-receptor type 5 (Homo sapiens), P54829 | inhibition, % at 20 µM | AID 588621, 2011 | actives 0.25% (n = 360,000) | recombinant STEP, OMFP fluorogenic substrate;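 active = inhibition at 20 µM, scaled per plate between control wells, above about 37%, limit read from the data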;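 note: 0% = DMSO with enzyme and substrate and 100% = substrate only without enzyme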
#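 System: isolated STEP enzyme; schedule: 20 min enzyme reaction at room temperature, protected from light; medium: Bis-Tris buffer pH 6.0, 2.5 mM DTT, 0.005% Tween 20; signal: fluorescence, 480/540 nm; dosing: single compound dose of 20 µM, 1% DMSO final; also added: OMFP substrate, 25 µM final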
# eLon inh: inhibitors of E. coli Lon protease, primary screen, biochemical, fluorescence polarization; P0A9M0; purified E. coli Lon protease; inhibition, % at 7.94 µM; actives 0.42% (n = 360,000); AID 602123, 2011; in the data active = inhibition above about 13%, passing the limit was not always enough;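 note: 0% = enzyme with probe and DMSO and 100% = no enzyme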
# DNMT1 inh: human DNMT1 methyltransferase inhibitors, primary screen, biochemical, molecular beacon, fluorescence, HinP1I cleavage, uHTS; AID 588458, 2011; actives 0.83% (n = 360,000); inhibition (reported as % activation of signal), % at 10 µM; DNA (cytosine-5)-methyltransferase 1 (Homo sapiens), P26358; in the data active = inhibition above about 50%
# bovine MsrA act: bovine MsrA enzyme activators, primary screen, biochemical, absorbance, HTS | Methionine sulfoxide reductase A (Bos taurus) | purified bovine MsrA, absorbance read-out | activation, % at 10.6 µM | actives 0.3% (n = 360,000); in the data active = activation above about 7.5%;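 note: 0% = vehicle and 100% = reference activator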
# MsrA inhibitor: bovine MsrA enzyme inhibitors, primary screen, biochemical, absorbance, HTS | Methionine sulfoxide reductase A (Bos taurus) | inhibition, % at 15.5 µM | purified bovine MsrA, absorbance read-out | actives 0.75% (n = 360,000); in the data active = inhibition above about 4.5%;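 note: 0% = vehicle wells with enzyme and 100% = reference inhibitor wells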
# LMPTP inh: LMPTP phosphatase inhibitors, primary screen, biochemical, fluorescence intensity, uHTS. inhibition, % at 20 µM. Low molecular weight phosphotyrosine protein phosphatase (Homo sapiens), P24666. actives 0.22% (n = 360,000). recombinant LMPTP-A, OMFP fluorogenic substrate;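 active = compounds that cut the enzyme signal by at least half of the control window in the single-dose screen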;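 note: plate controls were DMSO wells with enzyme plus substrate for no effect and substrate without enzyme for full effect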
#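 Test system: LMPTP-A phosphatase enzyme; input: 0.625 nM LMPTP-A final; reagent: OMFP substrate, 400 µM final; compound dosing: 20 µM single dose, 3% DMSO; incubation: 50 min dark incubation at room temperature; measured by: endpoint fluorescence intensity from OMFP dephosphorylation; measure: % inhibition relative to no-enzyme and uninhibited control wells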
# NRP1-CendR mod: modulators of CendR peptide binding to NRP-1, primary screen, biochemical, fluorescence polarization, uHTS; Neuropilin-1 (Homo sapiens), O14786; FAM-RPARPAR peptide binding to NRP-1; inhibition, % at 25 µM; actives 0.85% (n = 360,000); AID 602438, 2012;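 active = inhibition or corrected inhibition above about 18%, plus a signal ratio from 0.5 to 1.5, limit read from the data, passing the limit was not always enough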; note: strong numbers were not always called active
# Target sequence (O14786 whole entry, looked up): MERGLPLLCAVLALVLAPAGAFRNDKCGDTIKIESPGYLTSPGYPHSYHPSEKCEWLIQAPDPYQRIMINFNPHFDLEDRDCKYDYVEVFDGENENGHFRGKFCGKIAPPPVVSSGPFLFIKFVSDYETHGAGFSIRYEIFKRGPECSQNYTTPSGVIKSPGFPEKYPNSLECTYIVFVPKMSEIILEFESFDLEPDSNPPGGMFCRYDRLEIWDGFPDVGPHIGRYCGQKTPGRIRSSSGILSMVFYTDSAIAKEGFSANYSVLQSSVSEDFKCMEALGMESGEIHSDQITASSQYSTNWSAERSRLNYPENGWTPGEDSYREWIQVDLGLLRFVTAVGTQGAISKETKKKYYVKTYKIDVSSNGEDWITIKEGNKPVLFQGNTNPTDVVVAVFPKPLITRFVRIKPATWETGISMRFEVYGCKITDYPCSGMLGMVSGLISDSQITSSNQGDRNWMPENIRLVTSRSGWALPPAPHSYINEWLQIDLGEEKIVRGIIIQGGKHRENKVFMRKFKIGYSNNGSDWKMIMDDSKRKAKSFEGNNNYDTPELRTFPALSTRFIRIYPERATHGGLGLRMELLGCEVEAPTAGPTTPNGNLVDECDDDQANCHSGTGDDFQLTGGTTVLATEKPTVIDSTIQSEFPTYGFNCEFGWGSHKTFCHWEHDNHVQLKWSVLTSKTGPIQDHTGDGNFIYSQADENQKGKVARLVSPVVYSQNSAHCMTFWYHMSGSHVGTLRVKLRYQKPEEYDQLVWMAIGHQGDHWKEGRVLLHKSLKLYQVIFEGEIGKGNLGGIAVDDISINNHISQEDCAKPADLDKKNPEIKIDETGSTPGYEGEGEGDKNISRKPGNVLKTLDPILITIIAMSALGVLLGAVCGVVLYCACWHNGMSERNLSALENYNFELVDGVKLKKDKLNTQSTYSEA
# SUMO1 PPI mod: modulators of SUMO1 protein-protein interactions, primary screen, biochemical, uHTS; Small ubiquitin-related modifier 1 (Homo sapiens), P63165; actives 0.33% (n = 360,000); inhibition, % at 20 µM; SUMO1 binding to a labelled peptide, TR-FRET, 1 h; in the data active = inhibition above about 37%
# * marks the source's active call; other numbers are inactive results; / = no result given.
# Each structure is followed by: TbMetRS inhib, Scp-1 inhibitor, STEP inh, eLon inh, DNMT1 inh, bovine MsrA act, MsrA inhibitor, LMPTP inh, NRP1-CendR mod, SUMO1 PPI mod
> O=c1[nH]c2ccc(S(=O)(=O)N3CCCCC3)cc2[nH]1
    0.1, 0, 0, -4, 2, -1, -0.1, -1.8, -2, 3
> O=C1NC(c2ccccc2)=C(c2nc3ccccc3s2)C(c2ccc(O)cc2)N1 (centres undefined)
    0.3, -2, 0, -8, -9, -2, /, 1.7, -2, -13
> COCCCNC(=S)Nc1cccc2ncccc12
    -0.3, 4, 1, -3, -7, -7, -0.1, 0.4, -10, 0
> CN(CC(=O)Nc1ccc(N2CCOCC2)cc1)C(=O)CSc1ccc(F)cc1
    -0.5, 6, 2, 7, 2, -2, -0.4, 0.9, 4, 4
> CNC(=S)N(CCc1c(C)[nH]c2ccc(OC)cc12)Cc1cc(OC)c(OC)c(OC)c1
    -0.5, -3, 4, -2, -4, -3, -0.1, 0.3, 1, 1
> CC(C)(C)C(=O)Nc1ccc(C(=O)COC(=O)c2ccccn2)cc1
    -0.2, -2, 1, 1, 1, -4, -0.3, -0.5, -3, -1
> CCCCN(C(=O)c1cc2c(s1)CCC2)c1c(N)n(CCC)c(=O)[nH]c1=O
    -0.4, 60*, 4, 2, 33, -1, -0.2, 2.7, -6, 1
> COc1ccccc1NC(=O)N(C)C[C@H]1Oc2ncc(Br)cc2C(=O)N([C@H](C)CO)C[C@H]1C
    -1.0, /, -2, 0, 5, 1, -0.1, -3.3, -14, -1
> Cc1ccc(S(=O)(=O)N(Cc2c(F)cccc2Cl)C(=O)N2CCN(C)CC2)cc1
    -0.2, -3, 0, -9, 0, 2, -1.2, -0.7, -16, 1
> O=C(NC1CCCC1)C(c1ccc(N2CCOCC2)cc1)N(Cc1ccco1)C(=O)c1ccco1 (centres undefined)
    -0.1, -3, 1, 2, -1, 0, -1.0, -2.3, 16, -1
> COc1cc(OC)c2cc(C(=O)N[C@@H](Cc3ccccc3)C(=O)O)n(C)c2c1
    -0.7, -9, 0, 6, -2, -4, -0.1, -2.3, 10, 1
> CCCn1c(N)c(N(CCOC)C(=O)c2cccc(F)c2)c(=O)[nH]c1=O
    -0.9, 5, 1, -5, -2, -2, -1.5, 0.5, 1, -1
> Cc1cc(/C=N/N2CCN(C)CC2)c(C)n1-c1ccccc1F
    -0.5, -1, -3, -6, -4, -8, 1.2, 1.3, 5, 15
> O=C(NCCOC(=O)c1c(F)cccc1Cl)c1c(F)cccc1Cl
    -1.5, -2, 0, 9, 2, -2, 0.5, -0.2, 5, 0
> Cc1cc(C)c2nc(N(CCN(C)C)C(=O)c3ccc(S(=O)(=O)N(C)CC4CCCO4)cc3)sc2c1 (centres undefined)
    -0.2, -2, -2, -4, -5, -4, 0.9, -0.7, 10, -4
> CC1(C)C(C=C(Cl)Cl)C1C(=O)NC(O)C(=O)c1ccccc1 (centres undefined)
    -0.1, -9, -1, -1, -3, 0, 0.2, 0.5, -1, 2
> Nc1nc2c(ncn2[C@@H]2O[C@H](CNCC3=Cc4cc(O)ccc4OC3)[C@@H](O)[C@H]2O)c(=O)[nH]1
    0.3, /, 2, -7, -6, -3, -0.4, -2.2, 6, -7
> C(=C\c1ccccc1)/CN1CCN(c2ncnc3c2oc2ccccc23)CC1
    -0.5, -4, 5, -3, -4, -10, 0.3, 3.5, -10, 1
> CSc1nnc(C)c(=O)n1COC(=O)c1cc(Cl)ccc1[N+](=O)[O-]
    -0.7, -5, 1, 4, 16, -4, -0.4, -0.1, 15, -20
> CCCC(=O)Nc1sc2c(c1C(=O)OCC)CC(C)(C)OC2
    0.9, -7, -1, -6, 0, -2, 0.8, -0.4, -9, -3
> N#C/C(=N\Nc1ccccc1[N+](=O)[O-])C(=N)N1CCCCC1
    -0.1, -3, 1, -3, 0, -4, 3.8, 1.6, -3, -31
> CN(Cc1ccc(F)cc1)Cc1nc(CCc2ccccc2)no1
    -1.3, -9, -2, 9, -1, -7, 0.2, -0.5, 9, 0
> Cc1cc(S(=O)(=O)N2CCCCC2CCNC(=O)C(=O)NC2CC2)ccc1F (centres undefined)
    -0.5, -2, 1, -2, 1, 4, -0.2, -1.0, 10, -4
> CCc1nc2ccc(C(=O)Nc3ccc(OC)c(OC)c3)cn2c1N(C)Cc1ccc(N(C)C)cc1
    -0.5, /, 2, 1, 0, -8, 0.3, 2.6, -19, 2
> COc1cc(CNCCO)ccc1OCCc1ccccc1
    -0.2, 0, 3, 3, -1, 0, 0.7, -1.1, -1, 3
> O=C(c1cnc2n(c1=O)CCS2)N(c1ccccc1)C1CCCCC1
    -0.3, 6, -7, -10, 4, -6, -1.7, -0.3, -5, 1
> CCC/C(O)=C1\C(=O)CCCC1=NC(C)C(=O)O (centres undefined)
    -1.1, 1, -3, 2, 0, -8, 1.5, -2.1, -11, 2
> O=C(Nc1ccc(Cl)c(S(=O)(=O)N2CCOCC2)c1)C1CCCC1
    -0.4, 3, -2, -1, -2, -5, 0.1, -0.1, 3, 7
> NC(=O)CC(c1ccccc1)c1ccco1 (centres undefined)
    0.0, -1, -1, 4, 7, -1, 1.6, -1.9, -9, -1
> O=C(Cn1c(=O)n(Cc2ccccc2)c(=O)c2cc(Cl)ccc21)NCC1CCCO1 (centres undefined)
    -0.8, -2, 0, 14, 6, -13, 0.8, -0.3, -4, 3
> CCS(=O)(=O)c1ccc(-c2cccc(NC(=O)c3ccc(Br)o3)c2)nn1
    -0.2, 3, -2, -3, 3, -2, -0.4, -0.2, -2, -3
> O/N=C\c1ccc2noc(-c3ccc(Cl)cc3)c2c1
    -1.0, -4, 2, -13, -26, -4, 0.3, 33, 0, -1
> CCCCn1c(SCC(=O)NNC(=O)c2ccccc2)n[nH]c1=O
    -0.4, -5, 3, -6, 1, -5, 0.0, -0.8, 7, 0
> COc1ccc2cc(C3CC(c4cccs4)=NN3C(C)=O)c(Cl)nc2c1 (centres undefined)
    -0.2, -7, -1, 6, 17, -4, 1.0, 2.3, 2, -12
> Cc1cc(C)cc(NC(=O)C2CCCCN2S(=O)(=O)c2ccccc2)c1 (centres undefined)
    0.6, /, -1, 4, 1, -4, -0.7, 1.6, 0, 1
> O/C(=C\Sc1nnc(Cc2ccccc2)o1)c1ccc(Br)cc1
    -0.5, -8, 1, -14, 2, -1, -0.8, -1.3, 0, -1

# Some of these compounds in order of the DNMT1 inh value, ascending:
Structure | TbMetRS inhib | Scp-1 inhibitor | STEP inh | eLon inh | DNMT1 inh | bovine MsrA act | MsrA inhibitor | LMPTP inh | NRP1-CendR mod | SUMO1 PPI mod
O=C(NC1CCCC1)C(c1ccc(N2CCOCC2)cc1)N(Cc1ccco1)C(=O)c1ccco1 (centres undefined) | -0.1 | -3 | 1 | 2 | -1 | 0 | -1.0 | -2.3 | 16 | -1
CCCC(=O)Nc1sc2c(c1C(=O)OCC)CC(C)(C)OC2 | 0.9 | -7 | -1 | -6 | 0 | -2 | 0.8 | -0.4 | -9 | -3
O/C(=C\Sc1nnc(Cc2ccccc2)o1)c1ccc(Br)cc1 | -0.5 | -8 | 1 | -14 | 2 | -1 | -0.8 | -1.3 | 0 | -1

# Pulled by compound from the list above:
# Each structure is followed by: TbMetRS inhib, Scp-1 inhibitor, STEP inh, eLon inh, DNMT1 inh, bovine MsrA act, MsrA inhibitor, LMPTP inh, NRP1-CendR mod, SUMO1 PPI mod
> O/N=C\c1ccc2noc(-c3ccc(Cl)cc3)c2c1
    -1.0, -4, 2, -13, -26, -4, 0.3, 33, 0, -1
> Cc1cc(C)cc(NC(=O)C2CCCCN2S(=O)(=O)c2ccccc2)c1 (centres undefined)
    0.6, /, -1, 4, 1, -4, -0.7, 1.6, 0, 1
> CCCCn1c(SCC(=O)NNC(=O)c2ccccc2)n[nH]c1=O
    -0.4, -5, 3, -6, 1, -5, 0.0, -0.8, 7, 0
